Screening results from PubChem BioAssay.
PG9 binder = PG9 antibody binding by small molecule. inhibition, % at 6.7 µM. 0.43% of 360,000 active. AID 624416. TR-FRET gp120-PG9 antibody binding; in the data active = inhibition above about 8.5%
PRMT1 FP inh = PRMT1 (human) inhibition, primary screen | Q99873 | recombinant PRMT1, activity-based probe fluorescence polarization | inhibition, % at 2.79 µM | 1.3% of 370,000 active | AID 652257;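 active = inhibition above about 21% made by adding two undisclosed values, limit read from the data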
TCR CD3 inh = blocks the human TCR-CD3 interaction; 0.37% of 360,000 active; inhibition, % at 9.4 µM; AID 651800; TAMRA-labeled TCR probe fluorescence, biochemical; in the data active = inhibition above about 19%;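 also: recombinant mutant TCR 2C K166C tagged with TAMRA read by polarization; 0% = receptor in buffer alone and 100% = receptor with positive control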
mABHD4 FP = ABHD4 (mouse) inhibition, primary FP screen | Q8VD66 | purified mABHD4, FP-Rh probe fluorescence polarization | inhibition, % at 8.92 µM | 0.54% of 370,000 active | AID 720543;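 active = inhibition exceeding the mean over every tested compound plus 3 SD, cut at about 30% in these data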;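 also: 0% = plate median of compound wells and 100% = S159A mutant with DMSO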
Target sequence (Q8VD66 whole entry, looked up): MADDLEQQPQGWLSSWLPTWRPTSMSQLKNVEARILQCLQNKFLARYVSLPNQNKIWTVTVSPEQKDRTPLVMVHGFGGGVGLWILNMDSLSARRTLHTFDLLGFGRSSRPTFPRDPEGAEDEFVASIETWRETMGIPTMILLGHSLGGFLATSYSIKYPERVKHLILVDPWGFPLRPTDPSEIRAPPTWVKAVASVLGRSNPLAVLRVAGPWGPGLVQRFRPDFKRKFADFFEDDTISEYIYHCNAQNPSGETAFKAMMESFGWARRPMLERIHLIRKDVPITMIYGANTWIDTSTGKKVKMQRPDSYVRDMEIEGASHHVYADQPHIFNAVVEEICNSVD
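Test system: mABHD4 protein | Buffer or medium: HEPES pH 7.0 buffer, 150 mM NaCl, 0.01% Pluronic F-127 | Probe or stimulus: FP-Rh fluorescent activity-based probe, added after compound pre-incubation | Timing: Pre-incubation 45 min, probe exposure 60 min, at 25 °C | Technique: Fluorescence polarization, excitation 525 nm, emission 598 nm, BODIPY TMR filters | Repeats: Single well per compound (singlicate)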
rCAG RNA binder = r(CAG) repeat RNA binding | TO-PRO-1 dye displacement fluorescence | 1.3% of 370,000 active | inhibition, % at 3 µM;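 active = inhibition above the plate cutoff, the mean of all test compounds on that plate plus 3 SD, cut at about 35% in these data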;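 also: 0% = DMSO alone and 100% = 100 µM mitoxantrone as full dye displacement; higher means more dye released from RNA so lower well fluorescence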
UHRF1 binding = human UHRF1 methylated DNA binding inhibitors; UHRF1 binding to methylated oligo, TR-FRET; AID 687016; inhibition, % at 4.4 µM; 0.75% of 370,000 active; Q96T88; in the data active = inhibition above about 21%;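 also: UHRF1 SRA domain binding a hemimethylated CpG hairpin DNA probe; 0% = median of test compound wells and 100% = reference inhibitor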
MBD2 DNA inh = MBD2-methylated oligo binding inhibition | Q9UBB5 | 0.31% of 370,000 active | AID 686964 | TR-FRET, MBD2 binding to methylated oligonucleotide | inhibition, % at 4.4 µM; in the data active = inhibition above about 13%
Rev-erbA mod = modulators of human Rev-erb alpha DNA binding | 0.79% of 370,000 active | P20393 | AID 1259318 | Rev-erbα–FITC-DNA binding, fluorescence polarization, 90 min | activity, % at 10 µM;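 active = activity above about 14%, limit read from the data; passing the limit was not always enough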;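 also: 0% = DMSO wells with 35 nM protein and 100% = DMSO wells with 750 nM protein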
LEDGF integ inh = blocks HIV-1 LEDGF/p75-dependent DNA integration; TR-FRET IN-LEDGF/p75 DNA integration, Eu/Cy5; inhibition, % at 3.7 µM; AID 743269; 0.64% of 370,000 active;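 active = inhibition above the screen-wide mean plus 3 SD, cut at about 13% in these data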;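 also: signal is the Cy5 over europium emission ratio at 671 and 618 nm; 0% = plate median of compound wells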
HTRA1 inh = inhibitors of human serine peptidase HTRA1. 0.5% of 340,000 active. inhibition, % at 5.96 µM. recombinant HTRA1, FP-rhodamine activity-based probe, fluorescence polarization. Q92743; in the data active = inhibition above about 36%;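 also: 0% = enzyme with DMSO and 100% = wells lacking enzyme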
Target sequence (Q92743 whole entry, looked up): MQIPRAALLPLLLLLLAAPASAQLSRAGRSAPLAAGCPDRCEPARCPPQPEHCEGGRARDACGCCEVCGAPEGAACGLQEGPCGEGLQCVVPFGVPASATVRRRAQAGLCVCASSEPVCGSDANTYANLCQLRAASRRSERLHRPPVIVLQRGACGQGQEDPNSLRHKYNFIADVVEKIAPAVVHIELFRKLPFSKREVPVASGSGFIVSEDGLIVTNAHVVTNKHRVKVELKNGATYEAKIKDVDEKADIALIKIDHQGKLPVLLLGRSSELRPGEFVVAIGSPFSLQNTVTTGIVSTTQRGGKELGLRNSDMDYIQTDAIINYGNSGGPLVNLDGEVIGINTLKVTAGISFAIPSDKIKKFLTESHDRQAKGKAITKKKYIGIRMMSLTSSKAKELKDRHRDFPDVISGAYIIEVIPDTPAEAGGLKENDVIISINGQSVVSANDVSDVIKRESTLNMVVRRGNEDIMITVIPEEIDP
* hit, by the source's call; / = no result given. The list is partial; the hit share may differ from the screen's.

SMILES	PG9 binder	PRMT1 FP inh	TCR CD3 inh	mABHD4 FP	rCAG RNA binder	UHRF1 binding	MBD2 DNA inh	Rev-erbA mod	LEDGF integ inh	HTRA1 inh
COc1ccc(C(=O)/C=C\N2CCOCC2)cc1	0.5	3	1	-3	6	-1	-5	1	4	-15
CC(C)[C@H](NC(=O)NC1CCN(Cc2ccccc2)CC1)C(=O)O	-0.7	1	-3	-2	-4	1	4	2	1	0
COc1ccccc1NS(=O)(=O)c1ccccc1C#N	0.8	1	-12	5	-2	11	5	-3	-3	18
Cc1cccc(NC(=O)Cn2cc(C(=O)C3CC3)c3ccccc32)c1	1.1	-3	7	-1	9	-1	0	6	-1	-36
O=c1oc2ccccc2c(NC2CCCCC2)c1NS(=O)(=O)c1ccc(F)c(Cl)c1	-2.9	-4	4	-11	3	-1	6	-3	0	-15
Cc1[nH]c(C)c(S(=O)(=O)Nc2ccccc2)c1C(=O)N1CCCC1	-2.0	3	-1	4	-1	4	-1	0	-2	10
CCOC(=O)c1cc2c(ccn2C)n1CC(=O)N1C(C)CCCC1C (stereo unspecified)	-0.2	1	-2	-3	-11	-2	0	1	-3	-3
CCCCn1nc(C(=O)NC2=NCCS2)c2ccccc2c1=O	-0.9	-2	1	-1	-12	-3	-5	9	-4	1
CCCCNC(=O)CCC(=O)Nc1ccc2nc(N3CCCCC3)cc(C)c2c1	1.8	-1	2	0	-8	-1	-3	-1	-2	2
CC(Cc1ccccc1)NC(=O)/C=C/c1ccc([N+](=O)[O-])cc1 (stereo unspecified)	-0.4	4	-2	-10	-4	1	9	1	0	-1
CN(C)c1ccc(C(=O)NNC(=O)Nc2ccccc2)cc1	2.1	1	-9	-2	-3	5	10	-2	0	2
CN(C)C(CNC(=O)C1CCN(S(=O)(=O)c2ccc(Cl)cc2)CC1)c1ccccc1 (stereo unspecified)	1.4	-2	0	3	-9	-2	-7	3	3	2

Exported field by field: 2 of the compounds above.
COc1ccccc1NS(=O)(=O)c1ccccc1C#N
  PG9 binder = 0.8
  PRMT1 FP inh = 1
  TCR CD3 inh = -12
  mABHD4 FP = 5
  rCAG RNA binder = -2
  UHRF1 binding = 11
  MBD2 DNA inh = 5
  Rev-erbA mod = -3
  LEDGF integ inh = -3
  HTRA1 inh = 18

Cc1cccc(NC(=O)Cn2cc(C(=O)C3CC3)c3ccccc32)c1
  PG9 binder = 1.1
  PRMT1 FP inh = -3
  TCR CD3 inh = 7
  mABHD4 FP = -1
  rCAG RNA binder = 9
  UHRF1 binding = -1
  MBD2 DNA inh = 0
  Rev-erbA mod = 6
  LEDGF integ inh = -1
  HTRA1 inh = -36

Continuation:
SMILES	PG9 binder	PRMT1 FP inh	TCR CD3 inh	mABHD4 FP	rCAG RNA binder	UHRF1 binding	MBD2 DNA inh	Rev-erbA mod	LEDGF integ inh	HTRA1 inh
Cc1ccccc1CC1(CO)CCCN(C(=O)CCC(F)(F)F)C1 (stereo unspecified)	1.5	2	-7	-8	-9	4	0	-3	-6	-7
C[C@H]1COc2cccc(N(C)CCO)c2S(=O)(=O)N1	-1.2	0	8	4	3	1	4	9	-1	/
COc1cc(C(=O)OCC(=O)Nc2ccc(S(=O)(=O)NC3=NCCCCC3)cc2)cc(OC)c1OC	0.0	-1	-3	-7	5	-1	-2	1	-1	2
O=C(COc1ccc(Cl)cc1)NC(=S)Nc1ccccc1N1CCOCC1	-2.3	0	2	-3	-1	1	0	3	2	-9
O=C1C2CC=C(Cl)CC2C(=O)N1CCc1ccccc1 (stereo unspecified)	-3.0	24*	4	16	2	-1	1	-2	7	26
c1ccc2sc(-c3csc4c3CCNC4)nc2c1	/	1	/	4	/	-13	-4	-3	-2	/
Cc1onc(-c2ccccc2)c1C(=O)Nc1nnc(C(C)(C)C)s1	0.5	1	-2	-3	-4	2	0	-2	1	-4
COc1ccccc1C1C(C#N)=C(N)Oc2c1oc(CO)cc2=O (stereo unspecified)	-0.7	-2	5	-6	-3	-1	-3	-2	5	-2
OC(c1ccc(Cl)cc1)C(CN1CCOCC1)c1ccccc1 (stereo unspecified)	0.3	2	-6	9	0	0	4	1	0	5
Cc1ccccc1CN1CCCCC(NC(=O)c2ccccc2C(F)(F)F)C1=O (stereo unspecified)	/	0	/	4	0	0	-1	-3	-1	/
COc1ccc(/C=C2\Cc3ccccc3C2=O)cc1OC	-3.8	1	5	1	2	-4	-4	-1	2	-16
O=C(O)COc1ccccc1/C=N/NC(=O)CSc1nc2ccccc2n1Cc1ccccc1Cl	0.5	-1	3	-9	12	0	-7	4	1	-40

7 entries drawn at random from the list so far:
SMILES	PG9 binder	PRMT1 FP inh	TCR CD3 inh	mABHD4 FP	rCAG RNA binder	UHRF1 binding	MBD2 DNA inh	Rev-erbA mod	LEDGF integ inh	HTRA1 inh
Cc1ccccc1CN1CCCCC(NC(=O)c2ccccc2C(F)(F)F)C1=O (stereo unspecified)	/	0	/	4	0	0	-1	-3	-1	/
C[C@H]1COc2cccc(N(C)CCO)c2S(=O)(=O)N1	-1.2	0	8	4	3	1	4	9	-1	/
COc1ccc(/C=C2\Cc3ccccc3C2=O)cc1OC	-3.8	1	5	1	2	-4	-4	-1	2	-16
COc1ccccc1C1C(C#N)=C(N)Oc2c1oc(CO)cc2=O (stereo unspecified)	-0.7	-2	5	-6	-3	-1	-3	-2	5	-2
Cc1onc(-c2ccccc2)c1C(=O)Nc1nnc(C(C)(C)C)s1	0.5	1	-2	-3	-4	2	0	-2	1	-4
O=C(O)COc1ccccc1/C=N/NC(=O)CSc1nc2ccccc2n1Cc1ccccc1Cl	0.5	-1	3	-9	12	0	-7	4	1	-40
O=C1C2CC=C(Cl)CC2C(=O)N1CCc1ccccc1 (stereo unspecified)	-3.0	24*	4	16	2	-1	1	-2	7	26

Continued:
SMILES	PG9 binder	PRMT1 FP inh	TCR CD3 inh	mABHD4 FP	rCAG RNA binder	UHRF1 binding	MBD2 DNA inh	Rev-erbA mod	LEDGF integ inh	HTRA1 inh
O=C(c1cccs1)N1CCN(c2nnc(-c3ccccc3)c3ccccc23)CC1	0.1	4	8	7	-7	10	-3	0	0	-7
COc1cccc(C(=O)Nc2ccc(NC(=O)C3CC3)cn2)c1	-1.7	2	5	-9	4	1	1	-2	2	-1
Cc1ccc(NC2CCCN(C(=O)c3ccc(F)cc3)C2)cc1C (stereo unspecified)	-2.6	6	-5	3	-4	2	2	1	-8	4
O=C1CC(c2ccccc2)n2nc(NC(=O)c3cccs3)nc2N1 (stereo unspecified)	-1.6	-3	2	7	1	-2	-1	-1	-1	-1
O=C(NCc1cccc(C(F)(F)F)c1)c1cc(-c2ccccc2)nn1CC1CC(c2cccnc2)=NO1 (stereo unspecified)	0.2	-2	-4	-3	4	1	5	-2	0	-19
Cc1ccc(C2N(c3cccc(Cl)c3)C(=O)C3CCCN32)o1 (stereo unspecified)	1.5	-1	0	4	4	4	4	1	-3	-4
CC(C)n1c(CNC(=O)c2ccccc2)nc2ccccc21	1.2	0	-5	-1	-3	2	3	-3	2	-2
CNC(=O)c1[nH]cnc1C(=O)NCC(=O)OC(C)(C)C	-1.3	0	-1	1	-4	1	4	5	0	1
COc1ccc(CN2CCCCC2C(=O)Nc2ccc(OC)c(OC)c2)cc1OC (stereo unspecified)	-2.5	0	4	-7	-7	-1	-1	-6	3	3
O=C(COC(=O)[C@@H]1CCCN1S(=O)(=O)c1ccc(Cl)cc1)NC1CC1	-2.6	-1	3	-2	-3	0	-2	-3	1	-2
O=C(CCNC(=O)c1ccc(Cl)cc1)NN1C(=O)NC2(CCCCC2)C1=O	1.3	-2	-8	-4	2	-2	-5	-3	3	-1
O=C(CCn1c(=O)sc2ccccc21)Nc1nccs1	0.3	0	4	2	-1	2	2	-4	0	5
C[C@H](NC(=O)c1nc[nH]c1C(=O)N[C@@H](CCCCNC(=O)OC(C)(C)C)C(=O)OC(C)(C)C)C(=O)OCc1ccccc1	-0.6	-2	27*	-29	-2	2	0	2	-4	-36
Cc1nnsc1S(=O)c1ccc(Br)cc1 (stereo unspecified)	0.2	2	-10	6	-1	2	3	-4	-6	0
COc1cccc(-n2cnc3sc(C)cc3c2=O)c1	0.3	0	3	-2	-2	1	1	-2	2	6
O=C(COC(=O)[C@H](Cc1ccccc1)NC(=O)c1ccco1)NCc1ccccc1	-1.4	4	6	-3	8	9	2	-2	-7	-2
COc1ccc(CCN2C(=O)CS/C2=N/NC(=O)c2ccccc2F)cc1OC	0.6	0	0	-2	-1	1	-2	0	0	2
CCCn1c(N)c(N(CCOC)C(=O)c2ccc(N3CCCC3=O)cc2)c(=O)[nH]c1=O	0.2	-5	7	-7	-3	2	1	1	-3	7
CCCCN1C(=O)C(CC(=O)NCc2cccs2)CC(C(=O)N(CC)CC)=C1C (stereo unspecified)	-1.5	2	7	5	1	0	-4	-2	1	1
O=C(COC(=O)c1ccncc1)c1ccc(Br)cc1	-1.7	-2	7	2	-1	1	-2	4	3	-4
CN(CCO)c1ccc2c(c1)Oc1ccccc1CN(Cc1cn(Cc3cccc(C(F)(F)F)c3)nn1)S2(=O)=O	/	0	/	0	3	2	-3	-6	4	/
CCCc1cc(N2CCCC(C(=O)NCc3ccc4c(c3)OCO4)C2)n2ncnc2n1 (stereo unspecified)	1.3	1	-3	2	-6	-2	0	-1	-2	3
Cc1cc(C)c(C(O)c2ncc(-c3ccccc3C)[nH]2)c(C)c1 (stereo unspecified)	-0.3	-2	-4	9	0	-1	1	-5	-1	/
CCNc1cc2n(c(=O)n1)CCc1cc(OC)c(OC)cc1-2	-0.9	-1	1	2	2	2	-5	-1	-1	6
Clc1ccccc1-c1nnc(-c2cccs2)o1	-0.7	1	11	-5	-2	-2	3	-7	0	-4
CC(=O)c1ccccc1NC(=O)COC(=O)C1=NN(c2ccccc2)C(=O)CC1	-0.5	8	-14	-8	-1	3	7	3	-7	-9
CC1Cc2ccccc2N1c1ncnc2c1nnn2Cc1ccccc1Cl (stereo unspecified)	0.5	1	-6	7	-1	0	1	17	2	0
Oc1cccnc1CCc1ccccc1	-0.6	2	2	0	6	-1	1	-3	-4	8

Shown as a markdown table: entries from further up
| molecule | PG9 binder | PRMT1 FP inh | TCR CD3 inh | mABHD4 FP | rCAG RNA binder | UHRF1 binding | MBD2 DNA inh | Rev-erbA mod | LEDGF integ inh | HTRA1 inh |
| --- | --- | --- | --- | --- | --- | --- | --- | --- | --- | --- |
| Oc1cccnc1CCc1ccccc1 | -0.6 | 2 | 2 | 0 | 6 | -1 | 1 | -3 | -4 | 8 |
| CC(=O)c1ccccc1NC(=O)COC(=O)C1=NN(c2ccccc2)C(=O)CC1 | -0.5 | 8 | -14 | -8 | -1 | 3 | 7 | 3 | -7 | -9 |
| Clc1ccccc1-c1nnc(-c2cccs2)o1 | -0.7 | 1 | 11 | -5 | -2 | -2 | 3 | -7 | 0 | -4 |
